# Assay outcomes (PubChem)
# HBB splice mod = modulators of hemoglobin beta chain splicing | 65,000 tested, 0.06% active | Potency, µM (doses to about 46.1 µM), without a hit: top-dose activation, hits mostly activators | HBB splicing reporter cell assay, activation; EGFP reporter with mutant IVS2-654 intron; response scale: normalised to 500 nM splice-correcting PNA; also: potency is read from the fitted curve at half-maximal effect; 0% is about no effect
#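 HeLa cells stably expressing EGFP interrupted by mutant beta-globin intron 2 (IVS2-654), 500/well in 2% FCS. Treated with compound for 2 days at 37C. Splicing correction scored as total well GFP intensity (488 nm excitation, 500-520 nm emission); 500 nM antisense PNA served as control.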
# GFP derepression = derepresses silenced GFP locus in mouse C127i cells; Potency, µM (series often up to 46.1 µM), for the others: at the top dose GFP derepression (activation); 68,000 tested, 0.09% active; mouse C127i GFP locus derepression, cytometry, 30 h; AID 597; also: % of control where 0% means no effect
#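 Murine C127i mammary cells carrying a silenced, stably integrated CMV-driven GFP reporter were treated with compound for 30 hours at 37 C. After PBS washes, GFP-positive cells were counted by laser-scanning microplate cytometry.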
# Hsp90 Hop PPI = changes Hsp90-Hop TPR2A binding signal, up or down; AlphaScreen TPR2A-His6 binding biotin-Hsp90 C-terminal peptide; Potency, µM (doses to about 57 µM), for the others: at the highest dose activity change, negative = inhibition; 71,000 tested, 0.44% active; AID 595; active = well fitted curve in either direction with a large enough effect; inconclusive = small, poorly fitted or top-dose-only effect, or another doubt; also: potency is read from the fitted curve at half-maximal effect; % is scaled to controls: 0 for no effect and ±100 for the full control effect; many of its hits are not listed in these tables
# ERK AVP inh = inhibitors of vasopressin-stimulated ERK signaling pathway; HEK293-V1b, vasopressin-stimulated pERK AlphaScreen; Potency, µM (titrated, usually from 57.5 µM), inactives show top-dose activity, negative = inhibition, hits mostly inhibitors; 72,000 tested, 0.99% active; also: potency is read from the fitted curve at half-maximal effect; % is scaled to controls: 0 for no effect and ±100 for the full control effect; nearly all actives have a fitted effect of over 55% in size
#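 qHTS, compounds titrated on V1b-expressing HEK293 cells. Preincubation 30 min at 37C, vasopressin 25 nM for 5 min, lysis 10 min, bead incubation 5 hr at room temperature.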
# HADH2 inhib = inhibitors of human HADH2 dehydrogenase | recombinant HADH2, NADH fluorescence, beta-hydroxybutyryl-CoA | Potency, µM (top dose mostly 57.1 µM), for the others: at the top dose activity change, negative = inhibition, hits mostly inhibitors | 73,000 tested, 3.4% active; also: potency is read from the fitted curve at half-maximal effect; % is scaled to controls: 0 for no effect and ±100 for the full control effect; nearly all actives have a fitted effect of over 60% in size; many of its hits are not listed in these tables
# Target sequence (Q99714 whole entry, looked up, one chain of several): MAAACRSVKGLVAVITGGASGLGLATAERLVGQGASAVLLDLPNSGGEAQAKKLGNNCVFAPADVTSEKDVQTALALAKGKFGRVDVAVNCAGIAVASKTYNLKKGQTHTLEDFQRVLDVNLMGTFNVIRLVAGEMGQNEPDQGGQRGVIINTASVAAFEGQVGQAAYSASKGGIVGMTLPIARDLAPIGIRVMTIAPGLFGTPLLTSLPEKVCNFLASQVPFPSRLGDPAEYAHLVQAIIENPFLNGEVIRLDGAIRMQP
#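 E. coli-expressed His-tagged HADH2 tested at 20 nM in alkaline Tris buffer (pH 9.0); oxidation of 90 uM beta-hydroxybutyryl-CoA with 1 mM NAD+ tracked fluorimetrically for 4 min.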
# CRE-bla Fsk = CRE-bla signaling modulation under forskolin stimulation; Potency, µM (doses to about 38.2 µM), for the others: at the highest dose activity change, negative = inhibition, most hits filed as activators; 71,000 tested, 2.5% active; CHO CRE-bla reporter (cAMP response element driving beta-lactamase), forskolin EC10, beta-lactamase ratio; active = well fitted activation curve with a large enough effect in the signal ratio, with a control signal flat, not every such curve was filed as active; inconclusive = small, poorly fitted or top-dose-only effect, or effect the other way, or a change in a side signal; the % refers to the signal ratio; also: potency is read from the fitted curve at half-maximal effect; % of control where 0% means no effect
#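 Forskolin analogue NKH 477 at EC10 stimulated CRE-driven beta-lactamase in CHO cells alongside compound dilution series. Beta-lactamase was measured with CCF4, excitation 405 nm, emission ratio 460/530 nm.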
# DNA Pol III inh = DNA polymerase III holoenzyme inhibition | reconstituted DNA polymerase III holoenzyme replication, biochemical | Potency, µM (top dose mostly 57.1 µM), for the others: at the highest dose activity change, negative = inhibition | 71,000 tested, 0.25% active | AID 603; also: potency is read from the fitted curve at half-maximal effect; % is scaled to controls: 0 for no effect and ±100 for the full control effect
#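 Reconstituted *E. coli* holoenzyme (0.35 nM Pol III, 1 nM beta, 154 nM SSB, 2 nM primase) was preincubated with compound for 15 min at RT. Synthesis on 1.4 nM ssM13Gori ran 35 min, then was stopped with PicoGreen/EDTA and read as dsDNA fluorescence.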
# Ub-GFP proteasome = proteasome inhibitors stabilizing ubiquitin-GFP reporter; Ubiquitin-GFP reporter cells, proteasome inhibition, GFP fluorescence; response scale: untreated = 0%, 10 µM MG-132 = 100%; Potency, µM (series often up to 45.9 µM), for the others: at the top dose activation (GFP accumulation), most hits filed as activators; 67,000 tested, under 10 active; AID 526; active = well fitted activation curve with a large enough effect, not every such curve was filed as active; inconclusive = small, poorly fitted or top-dose-only effect, or another doubt; inactive = no such curve, though single readings can be large or run the other way; also: potency is read from the fitted curve at half-maximal effect
#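 GFP accumulation read-out: laser plate cytometry counting ubiquitin(G76V)-GFP-expressing U2OS cells after 4 hr compound exposure at 37 °C. Titrations spanned 46 uM to 2.9 nM; 0% = basal, 100% = 10 uM MG-132; concentration-response curves fitted.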
# Luciferase inh = blocks Photinus pyralis firefly luciferase activity. P08659. 72,000 tested, 2.2% active. purified firefly luciferase, luminescence, 8 min. Potency, µM (series often up to 57.1 µM), inactives show top-dose activity change, negative = inhibition, hits mostly inhibitors; also: potency is read from the fitted curve at half-maximal effect; % is scaled to controls: 0 for no effect and ±100 for the full control effect; nearly all actives have a fitted effect of over 40% in size
#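 Luminescence read-out after 8 min at room temperature; enzyme reaction used luciferin plus 10 uM ATP (linear range) in imidazole buffer pH 7.2 with KCl, MgCl2, Tween 20 and BSA. Each sample was run as a titration.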
# ALOX15 inhib = 15-hLO (ALOX15) enzyme inhibition; P16050; purified 15hLO-1, xylenol orange hydroperoxide absorbance; Potency, µM (top dose mostly 57.1 µM), without a hit: at the highest dose activity change, negative = inhibition, usual class: inhibitors; 74,000 tested, 1.4% active; AID 887; also: potency is read from the fitted curve at half-maximal effect; % is scaled to controls: 0 for no effect and ±100 for the full control effect; nearly all actives have a fitted effect of over 55% in size
# Target sequence (P16050 whole entry, looked up): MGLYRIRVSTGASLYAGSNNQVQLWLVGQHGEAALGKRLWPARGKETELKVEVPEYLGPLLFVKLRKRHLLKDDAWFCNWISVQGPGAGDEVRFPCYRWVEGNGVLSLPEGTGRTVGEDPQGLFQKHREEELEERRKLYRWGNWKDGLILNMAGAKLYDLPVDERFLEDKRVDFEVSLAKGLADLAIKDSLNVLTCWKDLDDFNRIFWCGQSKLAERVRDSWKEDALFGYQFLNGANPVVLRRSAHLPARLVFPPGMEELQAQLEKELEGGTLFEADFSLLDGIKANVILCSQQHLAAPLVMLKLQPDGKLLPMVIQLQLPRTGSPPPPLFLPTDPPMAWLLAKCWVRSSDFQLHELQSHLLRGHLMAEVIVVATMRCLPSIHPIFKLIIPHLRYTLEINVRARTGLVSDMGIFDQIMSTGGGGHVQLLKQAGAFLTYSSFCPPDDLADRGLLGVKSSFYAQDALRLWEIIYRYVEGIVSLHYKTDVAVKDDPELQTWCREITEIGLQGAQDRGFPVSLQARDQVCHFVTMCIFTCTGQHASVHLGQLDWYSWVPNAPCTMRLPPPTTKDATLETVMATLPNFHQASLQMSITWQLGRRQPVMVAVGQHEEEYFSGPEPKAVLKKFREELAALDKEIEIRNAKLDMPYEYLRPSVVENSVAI
#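 Inhibition is scored from a chromogenic endpoint. After 15 min enzyme-compound contact, arachidonic acid (50 uM final) reacts 6 min with 40 nM 15hLO-1 at room temperature, then Fe-XO reagent is added for 30 min and absorbance ratio recorded.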
# Tau filament bind = binders of human tau filaments; P10636; recombinant tau filaments, thioflavin S fluorescence, 15 h; filaments grown with octadecylsulfate alongside compound; Potency, µM (highest dose often 57.1 µM), without a hit: top-dose activity change, negative = inhibition; 71,000 tested, 2% active; AID 596;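 also: potency is read from the fitted curve at half-maximal effect; % is scaled to controls: 0 for no effect and ±100 for the full control effect; actives lower thioflavin S fluorescence by blocking filaments or displacing dye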
#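 ThS-based fibril read: tau 1 uM final, inducer ODS 30 uM final, 37 C for 15 h, ex 450/em 510 nm.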
# Numbers without * were called inactive; ? = inconclusive; . = no result given; [ ] = another dose, or the depositor's remark. Unless noted, calls follow the shape of the dose curve; as a rule, active = well fitted curve in the direction sought with a large enough effect; inconclusive = small, poorly fitted or top-dose-only effect, or another doubt; inactive = no such curve, though single readings can be large; an effect the other way counts as inactive or inconclusive. The list is partial, so the mix of outcomes need not match the whole.
# Preview (three entries):
SMILES,HBB splice mod,GFP derepression,Hsp90 Hop PPI,ERK AVP inh,HADH2 inhib,CRE-bla Fsk,DNA Pol III inh,Ub-GFP proteasome,Luciferase inh,ALOX15 inhib,Tau filament bind
CN1CCN(CC(=O)N2CCn3c4c(c5cc(C6CCCCC6)ccc53)CCCC42)CC1 (centres undefined),1.1%,-4%,-21%,?,12%,?,-2%,-5%,4%,6%,131%
Cc1c(C)n(C(=O)CSc2nncn2C)c2ccccc12,0.1%[9.22 µM],0%,-4%,-20%,11%,16%,-3%,-3%,-7%,6%,-1%
O=C(NCCOc1ccccc1)c1ccc2c(c1)OCO2,-0.3%,4%,2%,-9%,3%,0%,-5%,-2%,6.3µM*,-3%,3%

# The whole of this part, previewed entries included:
SMILES,HBB splice mod,GFP derepression,Hsp90 Hop PPI,ERK AVP inh,HADH2 inhib,CRE-bla Fsk,DNA Pol III inh,Ub-GFP proteasome,Luciferase inh,ALOX15 inhib,Tau filament bind
CN1CCN(CC(=O)N2CCn3c4c(c5cc(C6CCCCC6)ccc53)CCCC42)CC1 (centres undefined),1.1%,-4%,-21%,?,12%,?,-2%,-5%,4%,6%,131%
Cc1c(C)n(C(=O)CSc2nncn2C)c2ccccc12,0.1%[9.22 µM],0%,-4%,-20%,11%,16%,-3%,-3%,-7%,6%,-1%
O=C(NCCOc1ccccc1)c1ccc2c(c1)OCO2,-0.3%,4%,2%,-9%,3%,0%,-5%,-2%,6.3µM*,-3%,3%
COc1ccc(-c2nnco2)cc1OC,2.9%,-2%,0%,?,25%,?,-3%,1%,2%,-1%,-6%
CC(=O)N=c1sc2c3ccccc3ccc2n1C,-0.5%,2%,-1%,-14%,11%,11%,-1%,8%,0%,9%,12%
O=C(O)c1ccc2c(c1)nnn2C1CCCCC1,-0.2%[57.5 µM],1%,-2%,-3%,3%,?,-5%,-1%,-1%,0%,4%
O=C(CCC1CCCC1)N1CCN(C(=O)c2ccco2)CC1,2.5%,0%,-3%,-3%,3%,-11%,-5%,3%,-2%,5%,-5%
CCN(CC(=O)Nc1ccc2c(c1)OCCO2)CC(=O)Nc1cc(C)on1,-0.1%[57.5 µM],6%,-1%,-23%,7%,-3%,?,1%,1%,-14%,-4%
CCOc1ccc2[nH]c(=O)c(CN(Cc3ccccc3)C(=O)N3CCCC3)cc2c1,-0.7%,0%,0%,-10%,9%,8%,4%,-2%,4%,4%,3%
c1csc(CNc2nc(-c3ccc4c(c3)OCO4)nc3ccccc23)c1,-0.2%,0%[9.22 µM],-2%,?,-18%,?,1%,4%,-1%[2.29 µM],?,260%
C=CCC1(O)C(=O)N2C(=C1C(=O)N1CCOCC1)c1ccccc1CC2(C)C (centres undefined),1.6%,-2%,-6%,-10%,1%,0%,-8%,20%,-7%,-1%,6%
COc1ccccc1NC(=O)C1=C(C)Nc2ncnn2C1c1ccc(C)o1 (centres undefined),1.1%[57.5 µM],4%,?,24%,2%,-1%,0%,1%,5%,-3%,-8%
CCN(CC)S(=O)(=O)c1cccc(C(=O)NCC(=O)OCC(=O)NCc2ccccc2)c1,-0.1%[57.5 µM],0%,0%,5%,5%,-15%,0%,-5%,1%,13%,-6%
NC(=O)c1c(N)sc2c1CCCCC2,-0.1%[57.5 µM],1%,-3%,?,?,12%,7%,-2%,-4%,?,5%
CCOc1ccc(NC(=O)CCNc2c(N3CCCC3)c(=O)c2=O)cc1,-2.8%,6%,0%,11%,-12%,-20%,-6%,-13%,1%,-3%,2%
CCOC1(OCC)N=C(N)C2(C#N)C(c3cccc(OC)c3OC)C12C#N (centres undefined),-0.8%,4%,-2%,15%,3%,0%,0%,3%,0%,7%,9%
Cc1cccc(-n2ncc3c(NC(C)C)ncnc32)c1,-0.9%,.,-2%,.,?,8%,-10%,-2%,13µM*,-5%,-10%
O=S(=O)(c1cc(Cl)ccc1Br)N1CCCCC1,-0.5%,-3%,11%,-3%,-8%,-6%,-2%,-1%,0%,-10%,-8%
CCC(=O)N1CCN(c2ccc(Cl)cc2NC(=O)Cc2ccccc2)CC1,-1.2%,6%,-4%,-6%,12%,2%,-3%,7%,-3%,1%,22%
CCOC(=O)C1=C(N)OC2=C(C(=O)CC(C)(C)C2)C1c1ccoc1 (centres undefined),.,0%,-4%,20%,9%,4%,-1%,8%,0%,9%,6%

# Entries listed so far printed as active in Luciferase inh.
compound | GFP derepression | Hsp90 Hop PPI | ERK AVP inh | HADH2 inhib | CRE-bla Fsk | DNA Pol III inh | Ub-GFP proteasome | Luciferase inh | ALOX15 inhib | Tau filament bind
O=C(NCCOc1ccccc1)c1ccc2c(c1)OCO2 | 4% | 2% | -9% | 3% | 0% | -5% | -2% | 6.3µM* | -3% | 3%
Cc1cccc(-n2ncc3c(NC(C)C)ncnc32)c1 | . | -2% | . | ? | 8% | -10% | -2% | 13µM* | -5% | -10%

# Structures shown so far that contain a halogen, in the order listed:
SMILES,HBB splice mod,GFP derepression,Hsp90 Hop PPI,ERK AVP inh,HADH2 inhib,CRE-bla Fsk,DNA Pol III inh,Ub-GFP proteasome,Luciferase inh,ALOX15 inhib,Tau filament bind
O=S(=O)(c1cc(Cl)ccc1Br)N1CCCCC1,-0.5%,-3%,11%,-3%,-8%,-6%,-2%,-1%,0%,-10%,-8%
CCC(=O)N1CCN(c2ccc(Cl)cc2NC(=O)Cc2ccccc2)CC1,-1.2%,6%,-4%,-6%,12%,2%,-3%,7%,-3%,1%,22%

# Continued.
SMILES,HBB splice mod,GFP derepression,Hsp90 Hop PPI,ERK AVP inh,HADH2 inhib,CRE-bla Fsk,DNA Pol III inh,Ub-GFP proteasome,Luciferase inh,ALOX15 inhib,Tau filament bind
Cc1ccnc2c(N3C(=O)C4C5C=CC(C5)C4C3=O)cccc12 (centres undefined),0.3%[0.0738 µM],-2%,-7%[11 µM],-8%,-3%[11.4 µM],?,5%[11.4 µM],-17%[9.17 µM],0%,4%[11.4 µM],1%[11.4 µM]
Cc1ccccc1CSCC(=O)c1c(N)n(C)c(=O)n(C)c1=O,0.0%[57.5 µM],2%,-3%,5%,-6%,2%,-5%,1%,0%,2%,3%
CS(=O)(=O)N(CC(=O)Nc1cccnc1)c1ccc2c(c1)OCCO2,-2.4%,3%,2%,-2%,5%,?,0%,4%,1%,2%,10%
Nc1ncnc2c([C@@H]3O[C@@H](CO)[C@H](O)[C@@H]3O)nsc12,6.1%[9.22 µM],-3%[9.22 µM],-2%[11 µM],18%[11.5 µM],5%[11.4 µM],?,-7%[11.4 µM],-6%[9.17 µM],2%[11.4 µM],-4%[11.4 µM],8%[11.4 µM]
c1ccc(CSc2nnc(Cc3ccccn3)o2)cc1,-1.0%,-1%,-1%,0%,4%,-20%,-1%,-6%,-7%,-5%,-5%
CCC(=O)Nc1ccc(S(=O)(=O)c2ccc(NC(=O)CC)cc2)cc1,-4.2%,6%,1%,-23%,-1%,7%,-2%,8%,2%,-5%,16%
Cc1ccc(-n2c(SCC(=O)OC(C)C)nnc2-c2cnccn2)cc1,-5.7%[57.5 µM],6%,1%,-12%,3%,1%,-6%,8%,1%,1%,-13%
C=CCn1c(C)cc(C(=O)CN2C(=O)c3ccccc3C2=O)c1C,-1.0%,-3%,-9%,14%,-4%,-1%,15%,9%,4µM*,10%,-20%
